High-throughput results deposited in PubChem BioAssay by National Center for Advancing Translational Sciences (NCATS).
SW480 rerep – inducers of DNA re-replication in SW480 colon cancer cells; SW480 DNA re-replication, Hoechst DNA content imaging, 48 h; Potency, µM (series often up to 46.1 µM), for inactives: at the highest dose re-replication activation, actives largely listed as activators; hit rate 1.8% among 340,000; AID 624297; note: % of control where 0% means no effect; nearly all actives have a fitted effect of over 55% in size
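Image-based DNA-content assay: after two days of treatment, nuclei were labelled with the DNA dye Hoechst and imaged, and hits were compounds raising the count of nuclei showing high fluorescence intensity.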
HT1080-NT tox – kills 2HG-producing HT-1080-NT fibrosarcoma cells. HT-1080-NT fibrosarcoma viability, CellTiter-Glo ATP luminescence, 48 h. Potency, µM (titrated, usually from 46.1 µM), for the others: top-dose activity, negative = less viability, actives largely listed as cytotoxic. hit rate 1.6% among 360,000. AID 686970;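 note: NT is the 2HG producing partner of a matched IDH1 knockdown line; 0% = DMSO-treated cells and -100% = media-only wells without cells; nearly all actives have a fitted effect of over 55% in size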
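Viability of the 2HG-overproducing fibrosarcoma line after 48 hours of compound exposure at 37 degrees C was determined by luminescence with CellTiter-Glo, and concentration-effect curves were then fitted and categorized.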
GLP-1R agonist – GLP-1 receptor (human) agonism. P43220. HEK293 GLP-1R CRE-luciferase, luminescence, 4-6 h; cells express a hypersensitive GLP-1R form. Potency, µM (titrated, usually from 45.6 µM), for the others: top-dose activation, actives largely listed as activators. hit rate 0.007% among 380,000. AID 624172; note: % of control where 0% means no effect
Target sequence (P43220 whole entry, looked up): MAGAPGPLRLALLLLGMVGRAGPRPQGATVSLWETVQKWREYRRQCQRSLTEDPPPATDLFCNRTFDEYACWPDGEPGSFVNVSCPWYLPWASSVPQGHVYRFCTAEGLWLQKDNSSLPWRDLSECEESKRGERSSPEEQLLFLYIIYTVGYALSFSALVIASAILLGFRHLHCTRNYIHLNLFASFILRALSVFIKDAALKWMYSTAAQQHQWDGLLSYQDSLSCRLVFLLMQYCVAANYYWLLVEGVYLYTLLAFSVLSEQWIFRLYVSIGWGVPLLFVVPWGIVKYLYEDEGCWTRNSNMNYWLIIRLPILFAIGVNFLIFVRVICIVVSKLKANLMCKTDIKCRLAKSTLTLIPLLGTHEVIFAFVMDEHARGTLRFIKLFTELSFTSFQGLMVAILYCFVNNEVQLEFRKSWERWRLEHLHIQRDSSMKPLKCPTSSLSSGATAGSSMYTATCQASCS
HEK293 tox – cytotoxicity counter-screen for GLP-1 receptor inverse agonists; HEK293 cAMP-luciferase reporter cells, luminescence, 24 h; Potency, µM (top dose mostly 38.3 µM), for inactives: top-dose activity change, negative = inhibition, hits mostly inhibitors; hit rate 0.13% among 410,000;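 note: loss of luciferase light is scored as toxicity; % is set by controls: 0 for no effect and ±100 for the full control effect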
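A 23 nL compound transfer followed 12 hours of cell culture at 37 deg C; exposure then lasted 24 hr. Luciferase assay detection reagent was dispensed and plates read for luminescence after a 12 min room-temperature wait.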
TDP43 rescue – TDP-43 toxicity inhibition in yeast; Potency, µM (doses to about 46.1 µM), for the others: at the top dose growth rescue (activation), hits mostly activators; TDP-43 expressing yeast growth rescue, BacTiter-Glo, 24 h; AID 652104; hit rate 1.8% among 410,000; note: % of control where 0% means no effect; nearly all actives have a fitted effect of over 50% in size
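Luminescence from BacTiter-Glo reports growth of TDP-43-expressing yeast after 24 hr at 30 deg C with compound. Cells were raffinose-pregrown to mid-log, then seeded in galactose medium at OD600=0.02.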
KB-3-1 tox – KB-3-1 parental cell cytotoxicity. hit rate 1.4% among 400,000. Potency, µM (titrated, usually from 46.1 µM), inactives show at the top dose activity change, negative = cytotoxic, actives largely listed as cytotoxic. KB-3-1 viability, CellTiter-Glo ATP luminescence, 72 h. AID 1347075; note: % is set by controls: 0 for no effect and ±100 for the full control effect; nearly all actives have a fitted effect of over 60% in size
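Screening of KB-3-1 cells (DMEM, 10% FBS, phenol-red free) ran from lowest to highest compound concentration; after 72 h at 37 °C viability was read luminescently and curves fitted.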
GLP1R inv ag – acts as inverse agonist at human GLP-1 receptor | P43220 | HEK293 GLP-1R CRE-luciferase, luminescence, 24 h; GLP-1R form is constitutively active | Potency, µM (series often up to 38.3 µM), for the others: top-dose activity change, negative = inhibition, most hits filed as inhibitors | hit rate 1.6% among 410,000 | AID 624417; note: % is set by controls: 0 for no effect and ±100 for the full control effect; nearly all actives have a fitted effect of over 55% in size
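Cells are plated, allowed 12 hours at 37 deg C, then treated with compounds for 24 hr before luciferase detection reagent is added and luminescence is read after 12 min at room temperature. The HEK293 line carries constitutively active GLP-1R with a cAMP-responsive reporter.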
KB-V1 cytotox – kills drug-selected multidrug resistant KB-V1 cells | hit rate 3.4% among 400,000 | AID 1347076 | KB-V1 MDR cells viability, CellTiter-Glo, 72 h | Potency, µM (doses to about 46.1 µM), for the others: at the top dose activity change, negative = cytotoxicity, actives largely listed as cytotoxic; note: % is set by controls: 0 for no effect and ±100 for the full control effect; nearly all actives have a fitted effect of over 60% in size
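Readout: CellTiter-Glo luminescence, 10 min after addition. Cells: KB-V1 MDR subline, 72 h at 37 degrees C with compound. Analysis: corrected, normalized data fitted to concentration-effect curves.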
HT1080 IDH1KD tx – HT-1080 IDH1 knockdown cell toxicity (counter line); hit rate 2% among 360,000; HT-1080 IDH1 knockdown viability, ATP luminescence, 48 h; Potency, µM (highest dose often 46.1 µM), for the others: at the highest dose activity, negative = toxicity, hits mostly cytotoxic; AID 686971;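 note: 0% = DMSO wells and -100% = cell-free medium wells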
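After a 2 h attachment period, IDH1KD HT-1080 cells took pin-transferred compound for 48 h at 37 °C; ATP-based luminescence after 10 min room-temperature reagent incubation reported viability.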
* hit, by the source's call; ? = inconclusive; . = no result given; & = joins results of further samples; [ ] = dose if it differs, or a comment. Calls come from the whole dose curve; as a rule, active = well fitted curve in the direction sought with a large enough effect; inconclusive = small, poorly fitted or top-dose-only effect, or another doubt; inactive = no such curve, though single readings can be large; an effect the other way counts as inactive or inconclusive. Potency is the fitted concentration of half-maximal effect. These rows are one share of the data. The share of hits here may be higher or lower than overall.

Structure | SW480 rerep | HT1080-NT tox | GLP-1R agonist | HEK293 tox | TDP43 rescue | KB-3-1 tox | GLP1R inv ag | KB-V1 cytotox | HT1080 IDH1KD tx
Cc1c(N=Nc2c(O)[nH]c(=S)[nH]c2=O)c(=O)n(-c2ccccc2)n1C | -2% | ? | -2% | -22% | 2% | -3% | 11% | 27% | -8%
CSc1nnc(OC(=O)N(C)C)n1-c1ccc(Cl)cc1 | -1% | 0% | -6% | -35% | 4% | 0% | -5% | -1% | 1%
O=C(/C=C/c1ccc(Br)cc1)NC(=S)N1C[C@H]2C[C@H](C1)c1cccc(=O)n1C2 | 8% | 8% | -3% | -1% | 20% | 0% | 9% | ? | 8%
O=C(COC(=O)Cc1ccccc1)NC12CC3CC(CC(C3)C1)C2 | 0% | 8% | 2% | 2% | 16% | 2% | 24% | 28% | 13%
Cn1c(=O)n(C)c2cc([N+](=O)[O-])c(N3CCNCC3)cc21 | 0% | -7% | 5% | 17%[0.307 µM] | -11% | 6% | 15%[0.307 µM] | -1% | 0%
COP(=O)(OC)C(NC(C)=O)C(Cl)(Cl)Cl (stereo unspecified) | -1% | 17% | 1% | -2% | -20% | -1% | 15% | -1% | 11%
Cn1cc(SCC(=O)Nc2nc3ccccc3s2)c2ccccc21 | ? | ? | -14% | ? | ? | ? | 10µM* | ? | ?
Cc1cc2oc(=O)cc(-c3ccccc3)c2c(C)c1-c1ccc(CO)cc1 | 1% | 0% | 2% | 0% | 35µM* | 0% | -30% | 0% | 0%
CCC1(CC)C(=O)N(C)C(=O)NC1=NC | -1% | 19% | 0% | 7% | 1% | 8% | 12% | 16% | 3%
Oc1ccc(Cl)cc1Cc1cc(Cl)ccc1O | ? | 16µM* | -1%&-3% | ? | ? | 0% | ? | ? | 23µM*
NP(=O)(OCCCc1ccccc1)Oc1ccc(Cl)cc1 (stereo unspecified) | -41% | -1% | 18% | 2% | ? | 0% | 0% | -5% | -1%
O=c1[nH]c(=O)n(Cc2ccc(F)cc2)c(O)c1/C=N/Nc1ccccc1 | -2% | 2.3µM* | 0% | 0% | -29% | -11% | 4.5µM* | 1% | 2.3µM*
Cc1ccc2c(c1)C1CN(C)CCC1N2C(=S)Nc1cccnc1 (stereo unspecified) | -4% | -19% | 0% | 5% | 12% | -6% | -28% | -19% | ?
O=[N+]([O-])c1ccc(N=Nc2ccc(O)cc2O)cc1 | ? | 18µM* | -10% | ? | -9% | ? | ? | -3% | 5.8µM*
Cc1ccc(N=C(N(C)C)P(=O)(N(C)C)N(C)C)cc1 | 3% | 15% | 6% | 5% | -5% | 9% | 17% | ? | 22%
CCOC(=O)CS(=O)(=O)c1nc(-c2ccccc2)cc(C(F)(F)F)n1 | 2.6µM* | 9.2µM* | -40%[inhibitor] | ? | 22µM* | 13µM* | ? | ? | 6.5µM*
O=C1NCN(c2ccccc2)C12CCN(C(c1ccccc1OC(F)(F)F)c1nnnn1-c1ccc3c(c1)OCCO3)CC2 (stereo unspecified) | . | ? | -1% | -19% | 16% | ? | ? | 0% | ?
COC(=O)C1=C(c2cccc(OCc3ccccc3)c2)C[C@@H]2CC[C@H]1N2C(=O)NCc1cc(C)oc1C(F)(F)F | ? | -1% | 1% | 0% | 21% | ? | 1% | ? | 0%
O=C(c1cccc2ccccc12)C1CCCN(Cc2ccon2)C1 (stereo unspecified) | ? | -9% | 17% | -4% | -11% | 1% | ? | -5% | -9%
CC(C)CN1C(=O)CN(S(C)(=O)=O)CC1(C)C(=O)NCc1ccccc1 (stereo unspecified) | . | 26% | . | 2% | 10% | 19% | 18% | 11% | ?
CCOP(=S)(OCC)Oc1cc(C)nc(C(C)C)n1 | 3%&-5% | 1% | -1%&3% | 0% | 26% | 0% | 6% | 2% | 11%
CCc1nnc(NC(=O)CCc2nc(C3=CCN(C)CC3)no2)s1 | 2%[9.22 µM] | 5% | 20% | -3% | -5% | 10% | ? | 0% | 18%
CN(C)C(=O)Oc1ccc(Br)cc1C(=O)Nc1ccc(F)c(Cl)c1 | 30% | ? | 8% | -18% | 16% | ? | ? | -3% | ?
O=C1NC(=O)C(=Cc2ccc(-c3ccc(Cl)cc3)o2)C(=O)N1 | -1% | 1% | 7% | -4% | ? | 0% | ? | ? | 7%
COc1ccc(C(=O)C(C)(C)NO)cc1 | -2% | 9% | 18% | 4% | 11µM* | 7% | 5% | -7% | 10%
CN1CCN(c2ccc([N+](=O)[O-])c(N)c2)CC1 | ? | 1% | 17% | ? | 20% | 23% | 20% | 0% | 27%
CC(C)C(=O)Nc1nnc(CCN(CCc2nnc(NC(=O)C(C)C)s2)[N+](=O)[O-])s1 | 12% | 11% | -2% | -13% | 12% | 6% | 4% | ? | 6%
CC(=O)Nc1ccc(CC(=O)N2CCN(Cc3ccccc3)CC2)cc1 | 6% | -14% | 0% | -7% | 0% | 5% | -15% | -10% | 3%
CN1C(=O)C(C2c3ccccc3C(=O)N2Cc2ccc([N+](=O)[O-])cc2)C(=O)N(C)C1=O (stereo unspecified) | -16% | -3% | 8% | -5% | -19% | 5% | 0% | 0% | -9%
CN(C)C(=O)Oc1ccc(OC(=O)c2ccccc2)cc1 | 6% | 5% | -3% | -9% | -20% | 16% | 34%[activator] | -7% | ?
COc1ccccc1NC(=S)N(Cc1ccco1)Cc1cc2cc(C)ccc2[nH]c1=O | ? | ? | 8% | ? | -18% | 1.8µM* | ? | ? | ?
O=C(NN=Cc1ccc(N(CCCl)CCCl)cc1)c1cccc([N+](=O)[O-])c1 | 16% | -26% | -3% | ? | 25% | 13% | ? | 13% | ?
Cc1ccc(C(=O)Cn2c(-c3ccccc3)noc2=O)cc1 | 2% | -2% | -1% | -1% | ? | -1% | -1% | -3% | 0%
O=C(Nc1nc2ccccc2n1CCN1CCCC1)c1ccc(Cl)cc1 | ? | ? | 1% | ? | 3% | ? | ? | ? | -18%
O=C(COc1ccc(Cl)cc1)NC1CN2CCC1CC2 (stereo unspecified) | -1% | 2% | 5% | -15% | -3% | 13% | 0% | 6% | 1%
O=c1cccc2n1CC1CC2CN(S(=O)(=O)c2ccc(F)cc2)C1 (stereo unspecified) | 8% | -1% | 3% | -3% | 4% | -6% | -6% | 6% | 10%
CNC(C)Cc1ccccc1 (stereo unspecified) | 3% | 1% | 15% | -11% | 23% | 0% | 0% | 0% | 10%
Cc1[nH]n(-c2ccccc2)c(=O)c1C(C[N+](=O)[O-])c1ccccc1Cl (stereo unspecified) | 7% | -9% | -32%[inhibitor] | 5% | 3% | -1% | ? | 2% | -6%
Cc1ccc(S(=O)(=O)N(C)N=O)cc1 | -7% | 23% | 1% | 5% | 14% | 0% | -7% | 22% | 2%
COC(=O)c1cn(C(=O)c2cccc3ccccc23)c2ccccc12 | ? | 12µM* | 10% | 2% | ? | ? | ? | ? | 13µM*
CN(C)CC1CSCCC1(O)c1cccc(Cl)c1 (stereo unspecified) | -3%[9.22 µM] | 5% | -7% | 1% | -2% | 10% | 11% | -1% | 4%
Clc1ccc2nnnc(-c3ccccc3)c2c1 | ? | ? | 1% | ? | 3.2µM* | 2.6µM* | ? | 10µM* | ?
CCOC(=O)c1ccc(N2C(=O)CC(N3CC=C(c4ccc(F)cc4)CC3)C2=O)cc1 (stereo unspecified) | -4% | 15% | -8% | -1% | 8% | 0% | -13% | 17% | 12%
N/C(=N\N=C/c1ccc(-c2ccc(O)c(C(=O)O)c2)o1)N[N+](=O)[O-] | -3% | 5% | -1% | -27% | -21% | -6% | 0% | ? | 4%
COc1nc2ccccc2c(=O)n1-c1ccc(Cl)cc1 | 4% | 6% | 12% | 4%[1.53 µM] | ? | -1% | ? | -22% | 2%

Three records drawn at random from the list so far:
Structure | SW480 rerep | HT1080-NT tox | GLP-1R agonist | HEK293 tox | TDP43 rescue | KB-3-1 tox | GLP1R inv ag | KB-V1 cytotox | HT1080 IDH1KD tx
COC(=O)c1cn(C(=O)c2cccc3ccccc23)c2ccccc12 | ? | 12µM* | 10% | 2% | ? | ? | ? | ? | 13µM*
CCOC(=O)c1ccc(N2C(=O)CC(N3CC=C(c4ccc(F)cc4)CC3)C2=O)cc1 (stereo unspecified) | -4% | 15% | -8% | -1% | 8% | 0% | -13% | 17% | 12%
Cc1ccc(C(=O)Cn2c(-c3ccccc3)noc2=O)cc1 | 2% | -2% | -1% | -1% | ? | -1% | -1% | -3% | 0%

Additional structures follow.
Structure | SW480 rerep | HT1080-NT tox | GLP-1R agonist | HEK293 tox | TDP43 rescue | KB-3-1 tox | GLP1R inv ag | KB-V1 cytotox | HT1080 IDH1KD tx
CCC(N)Cc1c[nH]c2ccccc12 (stereo unspecified) | -13%&-1% | -2% | -9%&2% | 1% | 19% | -1% | -11% | -1% | -1%
CCn1ccnc1CN1CCCC(C(=O)c2cc(Cl)ccc2OC)C1 (stereo unspecified) | -6% | -2% | 6% | ? | -4% | -27% | 10µM* | ? | -3%
CC(=O)O[C@H]1C[C@@H]2CC[C@@H]3[C@H](CC[C@]4(C)C(=O)CC[C@@H]34)[C@@]2(C)C[C@@H]1OC(C)=O | -5% | 10% | 7% | 3% | -8% | -7% | 6% | -28% | 1%
COc1ccc(C(CNC(=O)Cc2ccc(Cl)c(Cl)c2)N(C)C)cc1 (stereo unspecified) | -1% | -19% | 5% | 2% | 13% | -8% | ? | ? | -11%
CCN(CC)C(=O)Oc1nnc(SC(C)C)n1-c1ccc(Cl)c(Cl)c1 | -29% | -3% | 15% | 5% | 14% | 0% | ? | ? | -14%
O=Cc1cn(Cc2ccc(F)cc2)c2ccccc12 | -2% | -12% | 0% | -7% | -1%[0.397 µM] | -13% | ? | -29% | -14%
